# CCHF vOTU inh: blocks the CCHF virus ovarian tumor domain protease. CCHFV vOTU protease, Pep-AMC fluorescence. inhibition, % at 11.5 µM. 370,000 compounds, 0.55% hits. AID 651958; further: 0% = vehicle wells with enzyme and 100% = no enzyme wells
# BioA inh: blocks M. tuberculosis BioA enzyme activity. purified M. tuberculosis BioA enzyme, plate reader. inhibition, % at 9.99 µM. 360,000 compounds, 0.096% hits. AID 602481; in the data active means inhibition above about 40%; inconclusive means no clear call, values can overlap the other calls
# MazEF act: activators of E. coli MazEF toxin-antitoxin RNase | activation, % at 20 µM | 350,000 compounds, 0.32% hits | AID 504720 | FAM/BHQ RNA-DNA oligo cleavage fluorescence, 5 h; in the data active means activation above about 50%
# Target sequence (P0AE70 whole entry, looked up): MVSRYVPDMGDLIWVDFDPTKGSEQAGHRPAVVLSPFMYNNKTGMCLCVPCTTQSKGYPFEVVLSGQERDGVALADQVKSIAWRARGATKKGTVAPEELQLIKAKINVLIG
# VHR inh abs: DUSP3 (human) phosphatase inhibition; AID 1654; inhibition, % at 13.3 µM; 290,000 compounds, 0.52% hits; recombinant VHR phosphatase, pNPP absorbance; P51452; in the data active means inhibition above about 50%; further: some compounds called inactive have numbers as strong as hits
# Target sequence (P51452 whole entry, looked up): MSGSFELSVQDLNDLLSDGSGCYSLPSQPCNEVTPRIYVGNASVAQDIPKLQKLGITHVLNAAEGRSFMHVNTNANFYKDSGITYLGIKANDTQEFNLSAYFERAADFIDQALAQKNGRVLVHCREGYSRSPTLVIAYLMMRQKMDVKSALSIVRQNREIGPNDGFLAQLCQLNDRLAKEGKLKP
# GDH-TPI inh: counter-screen for M. tuberculosis FBA inhibitors: GDH-TPI coupled enzymes | GDH-TPI coupled enzyme counterscreen, NADH absorbance | inhibition, % at 4.8 µM | 360,000 compounds, 1.2% hits;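 further: 0% = DMSO wells and 100% = wells lacking the enzyme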
# Mtb UGM inh: Mtb UDP-galactopyranose mutase inhibition | P9WIQ1 | purified UGM, fluorescence polarization probe displacement | inhibition, % at 10 µM | 320,000 compounds, 0.06% hits | AID 504406; in the data active means inhibition above about 10%, passing the limit was not always enough; inconclusive means no clear call, values can overlap the other calls
# Target sequence (P9WIQ1 whole entry, looked up): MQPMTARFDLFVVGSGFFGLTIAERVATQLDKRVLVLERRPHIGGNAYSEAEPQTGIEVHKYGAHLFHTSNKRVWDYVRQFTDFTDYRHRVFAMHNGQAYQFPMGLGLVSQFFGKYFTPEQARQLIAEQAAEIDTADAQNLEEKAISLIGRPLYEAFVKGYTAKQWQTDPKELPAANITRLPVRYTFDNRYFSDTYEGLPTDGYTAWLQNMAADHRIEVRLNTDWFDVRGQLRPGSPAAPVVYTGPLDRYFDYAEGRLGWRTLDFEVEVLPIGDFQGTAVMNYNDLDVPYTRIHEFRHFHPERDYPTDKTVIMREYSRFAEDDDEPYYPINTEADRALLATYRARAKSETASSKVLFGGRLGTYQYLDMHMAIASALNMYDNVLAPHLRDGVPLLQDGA
# FadD28 binding: M. tuberculosis FadD28 bisubstrate binding inhibition. FadD28 bisubstrate probe binding, fluorescence polarization. AID 588549. 360,000 compounds, 0.22% hits. inhibition, % at 12.5 µM; in the data active means inhibition above about 8.5%, passing the limit was not always enough; inconclusive means no clear call, values can overlap the other calls
# BoNT-F LC inh: inhibitors of Botulinum neurotoxin F light chain protease; inhibition, % at 10 µM; 360,000 compounds, 0.22% hits; Multiplex microsphere protease cleavage assay, flow cytometry; AID 588497; in the data active means inhibition above about 35%, passing the limit was not always enough; inconclusive means no clear call, values can overlap the other calls; further: plate controls were buffer without enzyme for full effect and enzyme alone for no effect
# Rv3671c protease: Rv3671c (M. tuberculosis) protease inhibition | P9WHR9 | inhibition, % at 5.96 µM | 320,000 compounds, 0.048% hits | AID 2606; in the data active means inhibition above about 38%;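 further: extracellular domain of Rv3671c used as enzyme; 0% = enzyme with DMSO and 100% = no enzyme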
# Mtb FBA inh: inhibits M. tuberculosis FBA enzyme; purified M. tuberculosis FBA, fluorescence read-out; P9WQA3; inhibition, % at 1 µM; 360,000 compounds, 2.3% hits; in the data active means inhibition above about 27%;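 further: 0% = vehicle and 100% = reference inhibitor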
# Target sequence (P9WQA3 whole entry, looked up): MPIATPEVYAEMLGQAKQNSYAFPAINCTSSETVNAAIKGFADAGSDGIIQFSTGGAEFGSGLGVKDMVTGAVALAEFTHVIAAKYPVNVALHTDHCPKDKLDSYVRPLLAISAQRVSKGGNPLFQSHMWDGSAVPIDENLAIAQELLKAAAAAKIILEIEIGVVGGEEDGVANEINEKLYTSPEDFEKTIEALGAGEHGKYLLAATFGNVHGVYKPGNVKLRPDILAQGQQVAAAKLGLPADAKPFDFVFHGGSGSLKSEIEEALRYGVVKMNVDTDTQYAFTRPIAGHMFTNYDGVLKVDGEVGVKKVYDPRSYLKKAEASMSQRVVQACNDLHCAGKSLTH
# Starred values were filed as active, the others as inactive; u = inconclusive; x = not tested or not shown. Unless noted, no stated cut-off is given here; in the data, active means inhibition above about 30%; inactive means the rest. No enrichment for hits. About 4.9% of those tested had a hit in this group.
SMILES,CCHF vOTU inh,BioA inh,MazEF act,VHR inh abs,GDH-TPI inh,Mtb UGM inh,FadD28 binding,BoNT-F LC inh,Rv3671c protease,Mtb FBA inh
COc1ccc(CNC(=O)C2Cc3cc(S(=O)(=O)N4CCCC4)ccc3N2C(C)=O)c(OC)c1 (stereo not drawn),12,-0.2,9,6,-1,1.0,0.9,-1,2,1
O=C(NCc1ccccc1)c1cc(C2CCCCN2S(=O)(=O)c2cccs2)on1 (stereo not drawn),1,0.1,x,x,7,x,-2.0,3,x,-4
Cc1ccccc1C(=O)NC(=S)N(CCO)Cc1ccccc1,-13,-0.1,7,x,-14,-1.2,-3.9,6,-11,-3
CN1CC(=O)N(CC(=O)Nc2ccc(F)cc2)c2ccccc2C1=O,29,-7.6,-9,4,3,-2.3,0.9,-6,7,-3
O=C(NC(Cc1ccccc1)C(=O)O)/C(=C\c1ccccc1F)NC(=O)c1ccccc1 (stereo not drawn),-2,x,10,16,1,-0.9,-1.8,-4,-7,-1
COc1ccc(NC(=O)N2C3CCCC2CC(NC(=O)c2ccccc2)C3)cc1 (stereo not drawn),-2,-0.1,10,-17,-1,-2.9,-2.5,1,3,2
CN1c2ccc(C=O)c3c(C=O)ccc(c23)N(C)C1(C)C,65*,x,-65,-9,8,4.0,-1.1,-116,-47,62*
Nc1c(-c2cccc([N+](=O)[O-])c2)nc2ccccn12,3,x,1,39,8,-2.2,-2.2,-10,10,1
CC(C)c1ccc(CC(=O)N2CCC2(C)C(=O)NCc2cccc3ccccc23)cc1 (stereo not drawn),6,-0.8,x,x,15,x,-7.4,2,x,1
Cc1ccccc1NC(=O)N1CCN(C(=O)c2ccco2)CC1,14,x,-3,1,3,-1.2,-2.7,-3,-1,1
CCCNC(=O)c1onc(CSc2ccncc2)c1C(=O)NCCC,-8,0.3,8,0,12,-2.2,0.4,-4,1,-1
COc1ccc(C)cc1NC(=O)CCCN1C(=S)NC(C)(C)CC1C (stereo not drawn),18,0.9,-2,-10,6,3.9,-0.6,-1,4,1
COc1ccc(OC)c(-c2cc(C(=O)NCc3ccc(Cl)cc3)no2)c1,-6,x,-6,36,12,4.1,-1.3,1,-7,2
O=C(CCc1ccccc1)N[C@@H]1c2ccccc2CC[C@H]1OCc1ccccc1,14,-1.0,0,x,2,x,0.7,-4,x,4
Cc1n[nH]c(=S)n1/N=C/c1ccccc1OCc1ccc(Cl)cc1Cl,-12,x,1,2,-1,2.8,-2.0,0,3,1

# Entries from the list above that contain a Cl atom:
SMILES,CCHF vOTU inh,BioA inh,MazEF act,VHR inh abs,GDH-TPI inh,Mtb UGM inh,FadD28 binding,BoNT-F LC inh,Rv3671c protease,Mtb FBA inh
COc1ccc(OC)c(-c2cc(C(=O)NCc3ccc(Cl)cc3)no2)c1,-6,x,-6,36,12,4.1,-1.3,1,-7,2
Cc1n[nH]c(=S)n1/N=C/c1ccccc1OCc1ccc(Cl)cc1Cl,-12,x,1,2,-1,2.8,-2.0,0,3,1

# Continued:
SMILES,CCHF vOTU inh,BioA inh,MazEF act,VHR inh abs,GDH-TPI inh,Mtb UGM inh,FadD28 binding,BoNT-F LC inh,Rv3671c protease,Mtb FBA inh
CC(C)CCOP(=O)(c1ccc(N(C)C)cc1)C(O)c1c(Cl)cccc1Cl (stereo not drawn),-5,0.2,-2,-20,4,-1.1,-0.7,4,-2,3
O=C(OCc1ccccc1Cl)c1ccccc1C(=O)c1ccccc1,0,-3.5,-17,15,6,-1.6,0.2,0,-8,1
O=C(NN=C1CCCCC1)NC1CCCCC1,11,x,-1,18,5,-0.6,-0.9,4,-2,5
CCOc1ccc(-c2nnn(CC(=O)NCCc3c[nH]c4ccccc34)n2)cc1,4,x,1,5,3,1.4,-1.3,1,0,0
CCOC(=O)c1ccc(N2C(=O)C=CC2=O)cc1,x,x,-4,-15,-1,1.9,-4.3,-8,-4,0
CCOC(=O)N1CCN(C(=S)Nc2ccc3nc(N4CCN(CC)CC4)cc(C)c3c2)CC1,-7,-0.5,15,10,5,3.0,-4.5,-2,3,17
COc1ccc(CCNC(=O)COC(=O)c2cc(S(=O)(=O)N3CCOCC3)ccc2C)cc1OC,-17,-1.2,1,x,1,1.7,-2.0,-3,1,-2
N#CCCN(C(=O)COc1ccc(C#N)cc1)c1ccc(F)cc1,-1,-0.7,11,9,-1,-2.2,-0.5,-6,5,5
COC(=O)C1=C(C(=O)OC)[C@@H]2Nc3ccccc3[C@@]23C[C@@H](C(=O)OC)N(C(=O)COCc2ccccc2)C3=N1,0,-2.1,3,x,14,0.9,-2.5,0,1,-3
COc1ccc(NC(=O)/C(Cl)=C(/Cl)S(=O)Cc2ccc(C)cc2)cn1 (stereo not drawn),x,-0.7,x,-6,13,3.2,1.0,5,-14,6
Cc1ccc(-n2c(SCC(=O)OC(C)C)nnc2-c2ccccn2)cc1,-1,-0.6,0,17,0,2.5,-2.3,4,-8,0
CC(C(=O)NC(c1ccccc1)c1ccccc1)N1CCOCC1 (stereo not drawn),0,7.8,8,-36,-5,-0.2,-0.2,-2,-3,-3
CN(CC(O)COc1ccc(S(=O)(=O)N2CCOCC2)cc1)C1CCCCC1 (stereo not drawn),-2,-0.1,7,7,-3,1.3,-1.3,5,-12,2
O=C(CC(Nc1ccccc1Cl)C(=O)O)c1ccccc1 (stereo not drawn),-11,x,8,26,3,0.1,-3.3,-2,-5,-2
Cc1ccc(NC(=O)C2CC(=O)N(CCc3ccccc3)C2)c(C)c1 (stereo not drawn),-11,-3.0,-1,8,-9,1.3,-3.6,-1,-2,0

# In another format: results already given.
COc1ccc(CCNC(=O)COC(=O)c2cc(S(=O)(=O)N3CCOCC3)ccc2C)cc1OC
  CCHF vOTU inh = -17
  BioA inh = -1.2
  MazEF act = 1
  VHR inh abs = x
  GDH-TPI inh = 1
  Mtb UGM inh = 1.7
  FadD28 binding = -2.0
  BoNT-F LC inh = -3
  Rv3671c protease = 1
  Mtb FBA inh = -2

N#CCCN(C(=O)COc1ccc(C#N)cc1)c1ccc(F)cc1
  CCHF vOTU inh = -1
  BioA inh = -0.7
  MazEF act = 11
  VHR inh abs = 9
  GDH-TPI inh = -1
  Mtb UGM inh = -2.2
  FadD28 binding = -0.5
  BoNT-F LC inh = -6
  Rv3671c protease = 5
  Mtb FBA inh = 5

COC(=O)C1=C(C(=O)OC)[C@@H]2Nc3ccccc3[C@@]23C[C@@H](C(=O)OC)N(C(=O)COCc2ccccc2)C3=N1
  CCHF vOTU inh = 0
  BioA inh = -2.1
  MazEF act = 3
  VHR inh abs = x
  GDH-TPI inh = 14
  Mtb UGM inh = 0.9
  FadD28 binding = -2.5
  BoNT-F LC inh = 0
  Rv3671c protease = 1
  Mtb FBA inh = -3

COc1ccc(NC(=O)/C(Cl)=C(/Cl)S(=O)Cc2ccc(C)cc2)cn1 (stereo not drawn)
  CCHF vOTU inh = x
  BioA inh = -0.7
  MazEF act = x
  VHR inh abs = -6
  GDH-TPI inh = 13
  Mtb UGM inh = 3.2
  FadD28 binding = 1.0
  BoNT-F LC inh = 5
  Rv3671c protease = -14
  Mtb FBA inh = 6

# Carrying on:
SMILES,CCHF vOTU inh,BioA inh,MazEF act,VHR inh abs,GDH-TPI inh,Mtb UGM inh,FadD28 binding,BoNT-F LC inh,Rv3671c protease,Mtb FBA inh
O=C(Cn1ccsc1=NC(=O)c1ccco1)c1ccccc1,3,0.2,-3,18,27,2.0,0.0,14,-2,-4
COc1ccccc1Nc1nc(C)cc(C)c1C(N)=O,11,-0.2,-1,7,-6,4.8,-1.4,-6,0,-4
COc1ccc(S(=O)(=O)N2CCOC23CCN(S(=O)(=O)c2ccc(F)cc2)CC3)cc1,-2,-1.0,-1,x,-2,0.6,-1.6,14,-6,1
Nc1ncc(-n2cncn2)c(-c2ccc(Cl)cc2)n1,2,-0.1,1,26,9,-1.2,1.9,-2,1,4
COc1ccc(NC(=O)CC2SC(=Nc3ccccc3)NC2=O)c(OC)c1 (stereo not drawn),0,-1.0,-3,19,-1,0.4,3.6,11,-1,7
Brc1ccc(-c2nc3c4ccccc4ccn3c2Cc2ccccc2)cc1,-6,x,-24,x,2,x,-0.9,-5,x,2
COc1ccc(NCc2cc3ccccc3[nH]c2=O)cc1,3,1.7,9,-2,17,0.2,-0.2,-8,1,12
N#C/C(=C\c1ccccc1[N+](=O)[O-])C(=O)NCc1ccccc1,0,x,-13,17,0,-6.5,-4.2,u,4,-4
CC(=O)c1csc(CS(=O)(=O)c2ccccn2)n1,-7,x,3,29,-4,0.1,-0.9,u,2,0
O=C(CCSc1ccccc1)NC1CCCC1,-18,x,9,20,9,-2.8,-0.5,8,-3,2
CN1C(=O)/C(=C/c2ccc(OCc3cccc(F)c3)cc2)NC1=S,-13,-0.6,3,0,7,-0.9,-1.0,19,-2,1
COc1cccc(CNC(=O)C2CCN(c3ncnc4c3nc3n4CCCCC3)CC2)c1,12,-0.5,3,8,3,-1.4,1.4,1,2,1
O=c1[nH]c(C2CCCN(S(=O)(=O)c3ccccc3)C2)nc2c1nnn2Cc1cccc(Cl)c1 (stereo not drawn),-2,-0.5,8,-6,9,-1.3,-1.9,6,-14,2
CCS(=O)(=O)N1CCN(S(=O)(=O)c2ccccc2)CC1,-23,-2.2,3,3,3,1.6,-1.5,1,-3,-2
Cc1nn(CCCC(=O)NCc2ccc(F)cc2)c(=O)c2nccn12,9,-0.5,-6,10,11,1.4,-0.5,1,1,2
COc1ccc(-c2ccc(C(=O)NCc3ccc(C(F)(F)F)cc3)c3occc23)c(C)c1,18,-0.8,x,x,6,x,-3.7,-5,x,12
CC(=O)C1C(c2ccc(F)c(F)c2)NC(=O)NC1(O)C(F)(F)F (stereo not drawn),-14,-0.3,1,35,-1,0.5,1.7,5,4,3
Cc1cc(OC(C)C(=O)N(Cc2cccs2)C2CCS(=O)(=O)C2)ccc1Cl (stereo not drawn),11,2.1,3,25,-8,-2.3,-4.4,-7,9,1
CC1C(=O)N(Cc2ccccc2)c2ccccc2N1C(=O)c1ccccc1 (stereo not drawn),1,0.8,-5,15,10,-1.3,1.4,7,-8,3
O=C(CCCc1nc(-c2ccc(Cl)cc2)no1)Nc1cccnc1,6,x,6,6,8,1.0,0.1,-13,-2,4
COc1cccc(-c2cn(-c3cccc(C(F)(F)F)c3)c(=S)[nH]2)c1,-8,0.1,1,20,4,-4.3,x,4,x,5
O=C(Cn1cc2c(n1)CCCC2)NCCCN1CCN(c2ccccc2F)CC1,-11,-4.3,7,38,-4,3.5,-1.7,-23,-1,2
Cc1cccc(C2c3[nH]c4ccccc4c3CCN2C(=O)c2ccc(=O)[nH]c2)n1 (stereo not drawn),8,x,2,8,3,0.5,0.4,0,2,2
CC(=O)c1ccc2c(c1)C1C(Cl)C(Sc3ccccc3[N+](=O)[O-])CC1C(C(=O)O)N2 (stereo not drawn),-5,x,-7,13,14,-1.8,20*,-39,2,-9
CC(=O)Nc1nc2ccccc2n1CCN1CCOCC1,8,x,-4,14,-6,-2.6,-0.7,2,14,0
Cn1c(CCNC(=O)c2ccccc2Cl)n[nH]c1=S,-5,0.4,1,17,-4,2.2,-2.6,1,-3,3
COc1cccc(C(=O)Nc2nnc(-c3ccccc3)s2)c1,0,-1.3,-5,7,36*,-3.9,-1.3,-28,x,19
Cc1c(O)c2ccccc2n(-c2ccccc2)c1=O,3,-1.7,-1,x,16,3.1,-0.4,u,0,47*
O=C(NCCN1C(=O)S/C(=C\c2ccc(OC(F)F)cc2)C1=O)[C@@H]1CCCN1C(=O)c1cccs1,-2,x,3,33,24,-3.9,-3.9,-5,-3,-1

# Two entries drawn at random from the list so far, as already listed:
SMILES,CCHF vOTU inh,BioA inh,MazEF act,VHR inh abs,GDH-TPI inh,Mtb UGM inh,FadD28 binding,BoNT-F LC inh,Rv3671c protease,Mtb FBA inh
Cc1nn(CCCC(=O)NCc2ccc(F)cc2)c(=O)c2nccn12,9,-0.5,-6,10,11,1.4,-0.5,1,1,2
COc1ccccc1Nc1nc(C)cc(C)c1C(N)=O,11,-0.2,-1,7,-6,4.8,-1.4,-6,0,-4
